NCOA1 inh: inhibits human SRC1 coactivator | Q15788 | HEK293 GAL4-SRC1 luciferase reporter, luminescence | inhibition, % at 3.6 µM | 360,000 tested, 0.12% active | AID 588354;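 active means inhibition above the campaign mean plus 3 SD, with each screening campaign given its own cutoff, cut at about 60% in these data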;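 further: 0% = DMSO treated cells and 100% = gossypol at 36 µM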
NR2F2 inh: NR2F2 (human) inhibition, primary screen; P24468; HEK293T NGFI-A luciferase reporter, luminescence; inhibition, % at 8.6 µM; 370,000 tested, 0.7% active; AID 686940;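 active means inhibition above a per-plate cutoff, mean inhibition of test wells between control levels plus 3 SD, cut at about 38% in these data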;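 further: cells cotransfected with COUP-TFII expression vector driving the NGFI-A reporter; 0% = median of COUP-TF2 test wells and 100% = reporter-only cells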
TROY NFkB inh: blocks TROY-dependent signaling in reporter cells | 360,000 tested, 0.98% active | inhibition, % at 10 µM | AID 1347056 | Q293 LMP1-TROYcd NF-kB luciferase reporter, 4 h;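 active means compounds whose plate-normalised and pattern-corrected inhibition of the luciferase reporter signal at the single screening dose is 50% or more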
TWEAK Fn14 block: inhibitors of TWEAK-Fn14 interaction signaling. TWEAK-stimulated Fn14 reporter cells, luciferase luminescence, 8 h. inhibition, % at 10 µM. 360,000 tested, 2% active. AID 1159606; in the data active means inhibition above about 50%
KKLEB tox: counter-screen for CF NF-kB inhibitors: cytotoxicity; KKLEB CF airway cells viability, ATPlite luminescence, overnight; stronger effect = lower value; cells stimulated with P. aeruginosa culture filtrate; 360,000 tested, 0.36% active; activity change (cytotoxicity), % at 5 µM;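 active means corrected activity change at or below -50% at 5 µM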
CF NFkB inh: blocks PAF-induced NF-kB reporter in cystic fibrosis cells; KKLEB NF-kB-GFP reporter, GFP fluorescence overnight; inhibition, % at 5 µM; 360,000 tested, 0.86% active; AID 588850;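 active means at least 50% inhibition at 5 µM, scaled per plate between neutral and stimulator controls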;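 further: PAF is a Pseudomonas aeruginosa culture filtrate used as stimulus; plate controls were PAF-stimulated DMSO wells for no effect and unstimulated DMSO wells for full effect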
TRAIL sens C8: caspase-8 TRAIL sensitization; NB7+C8 cells + TRAIL, ATPlite viability luminescence; 360,000 tested, 1% active; AID 624354; inhibition (viability loss, TRAIL sensitization), % at 10 µM;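 active means compounds causing at least 50% loss of cell viability in the single-dose screen, relative to plate controls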
NCOA3 inh: human NCOA3 inhibition | HEK293 GAL4-SRC3 luciferase reporter, luminescence | inhibition, % at 3.6 µM | 360,000 tested, 0.17% active;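 active means inhibition above a per-campaign cutoff, the mean of all compounds plus 3 SD, cut at about 60% in these data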;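 further: 0% = DMSO-treated cells and 100% = gossypol-treated cells at 36 µM; higher means less SRC3-driven luciferase light from the GAL4 reporter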
EBV LMP1 NFkB: reduces LMP1-driven NF-kappaB luciferase signal. 350,000 tested, 0.69% active. LMP1-induced NF-kappaB luciferase reporter cells, luminescence. inhibition, % at 12.5 µM. AID 504558; in the data active means inhibition above about 41%;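 further: 0% = neutral control wells and 100% = reference inhibitor control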
LRH-1 inv ag: suppresses constitutive activity of human LRH-1; O00482; HEK293T StAR-luciferase reporter, LRH-1 transfected, 24 h; inhibition, % at 3.6 µM; 360,000 tested, 0.13% active; AID 602396;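 active means inhibition above the mean inhibition of all tested compounds plus 3 SD, cut at about 73% in these data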;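 further: 0% = DMSO wells and 100% = reporter-only cells lacking LRH-1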
SRC2 inh: human SRC2 (NCOA2) inhibition; inhibition, % at 9 µM; AID 651957; 370,000 tested, 0.17% active; HEK293 GAL4-SRC2 luciferase reporter, luminescence; Q15596;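 active means inhibition above the mean inhibition of all tested compounds plus 3 SD, set per campaign, cut at about 52% in these data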;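 further: 0% = DMSO treated cells and 100% = cells given Gossypol at 36 µM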
* hit, by the source's call; x = not tested or not shown. Hits appear at their usual frequency (roughly 4.2% active in at least one column).

SMILES	NCOA1 inh	NR2F2 inh	TROY NFkB inh	TWEAK Fn14 block	KKLEB tox	CF NFkB inh	TRAIL sens C8	NCOA3 inh	EBV LMP1 NFkB	LRH-1 inv ag	SRC2 inh
C#CC(C)(C)NC(=O)c1ccc(-c2ccccc2F)cc1	-7	-30	-42	-17	-3	-1	18	-24	-6	-32	-11
CCOc1cccc2cc(C(=O)N3CCc4ccccc43)c(=O)oc12	-1	-5	3	7	10	7	6	7	0	-39	-32
Cc1ccc(SCc2cc(=O)[nH]c(SCC(=O)Nc3cc(Cl)ccc3Cl)n2)cc1	-6	9	59*	-12	7	5	-1	17	13	5	8
CN(CC(=O)Nc1ccc(F)c(F)c1F)C(=O)CCN1C(=O)C2CCCCC2C1=O (stereo unspecified)	-8	10	-5	-13	-4	21	16	-5	-32	4	21
COc1ccc(CNC(=O)CN(C(=O)c2snc(C(N)=O)c2N)c2ccc(F)cc2)cc1	-24	-3	18	5	6	-11	-12	-15	-2	-2	-21
COC(=O)c1ccc(NS(=O)(=O)NC(=O)c2c[nH]c3ccccc23)cc1	10	-2	1	4	-1	2	-28	-3	-2	-17	-3
Cc1cc(Nc2cc(F)ccc2C)n2nc(C)nc2n1	10	2	-2	-6	-1	3	12	4	6	16	-1
Cc1ccccc1C(=O)Nc1nnc(CC(=O)N/N=C/c2cn(Cc3ccccc3)c3ccccc23)s1	-54	16	16	-6	4	-17	23	0	-9	4	8
CC1SC(=NC(=O)c2ccncc2)NC1=O (stereo unspecified)	-1	11	7	-6	18	-15	5	-14	4	8	-10
CSc1ccc(/C=N/NC(=O)CNc2ccc3ccccc3c2)cc1	6	15	22	28	4	-23	-2	-3	-5	-7	-28
Cc1csc(NC(=O)CCn2c(=O)sc3ccccc32)n1	-7	-6	-51	2	2	6	0	-33	6	-23	-7
CCOC(=O)C1CCN(C(=O)COc2cccc(C)c2)CC1	4	-8	-4	14	-6	4	-6	-9	-13	-2	-19
O=C(CCc1ccc(S(=O)(=O)NC2CCCCC2)cc1)NCc1ccccn1	-25	16	-16	0	3	-6	-2	5	-10	6	9
CCCCNC(C(=O)Nc1ccc([N+](=O)[O-])cc1Br)c1ccccc1 (stereo unspecified)	-19	5	2	3	8	-6	-4	-3	-1	2	-9
CCOC(=O)[C@]12CCC=C1N(Cc1ccc(Cl)cc1Cl)C(=O)[C@H](CC(=O)N1CCOCC1)C2	x	-9	-5	11	x	x	-1	x	x	11	-9
S=c1nc(-c2ccccc2)oc2c1CCCC2	-55	-8	-50	20	-5	-4	-4	-61	-48	-37	-16
Cc1csc(CNc2ncnc3ccc(-c4ccc5c(c4)OCCO5)cc23)c1	2	5	36	-12	-9	-15	-10	-34	7	16	-17
Cc1ccc2c(c1)C(O)(CC(=O)c1ccc(C)s1)C(=O)N2 (stereo unspecified)	-19	2	-2	-4	8	10	2	20	7	0	20
Cc1[nH]c(=O)[nH]c(=O)c1/C=N/NC(=O)CCNC(=O)OC(C)(C)C	10	0	-17	5	1	-4	2	10	-2	-6	5
CCOc1ccccc1C(=O)NCC(=O)O	1	10	-14	-4	5	-2	-5	24	-6	25	-2
O=[N+]([O-])c1cc(-n2cccc2)ccc1N1CCOCC1	-11	-4	-1	4	-8	3	-11	5	-7	-28	-12
Cc1cc2ncn(C(=O)N3CCC(C)CC3)c2cc1C	-45	-18	-69	-1	-4	14	-10	-40	-23	-64	-21
CCCCCC/C(=N/O)c1ccccn1	-21	-19	-14	-41	4	2	9	-8	-2	-14	4
Cc1ccc(N=C2NC(=O)C(CC(=O)NCc3ccccc3)S2)cc1C (stereo unspecified)	-17	17	-2	-3	-20	14	12	12	-2	-8	-8
C/C(=N\NC(=S)NCC(C)(C)C)c1cc(F)cc(F)c1O	-105	4	-29	8	1	-2	-3	10	2	7	-10
O=C1CC(=O)Nc2cc(S(=O)(=O)Nc3ccc(F)cc3Cl)ccc2N1	0	14	13	-5	-12	1	7	-2	0	1	-12
O=C(c1cc(-c2cccnc2)nc2ccccc12)N1CCCc2ccccc21	10	4	15	9	2	1	-5	17	1	-2	-18
CCc1ccc(C(=O)OCC(=O)NC2CCCC2)cc1	-13	13	-48	3	-2	-3	1	-11	-7	-8	24
O=C(Oc1ccc2ccc(=O)oc2c1)c1ccccc1	-12	-14	4	-6	3	0	-1	-9	-2	-1	-4
COc1cccc(N2CCN(C(=O)c3cc(C)oc3C)CC2)c1	-3	-4	5	-15	5	9	14	3	-14	-13	12
O=C(C1CCC1)N1CCc2cc(S(=O)(=O)Nc3ccc4c(c3)OCO4)ccc21	-60	29	17	-7	13	-2	4	-6	-3	-22	-1
CCn1ncc(NC(=S)Nc2ccc3c(c2)OCO3)c1C(N)=O	-46	-13	-13	-4	3	7	3	-20	-8	-18	9
CCOC(=O)c1ccccc1NC(=O)N[C@@H](C)C(=O)OC	8	7	1	9	10	-2	-9	5	0	18	-6
CC(C)c1ccc(OCC(=O)N2CCN(C(=O)c3ccco3)CC2)cc1	0	-6	15	11	-12	6	0	22	-1	13	5
Cc1cccc(C)c1NC(=O)CN1C(=O)N(C)Cc2ccccc21	-24	8	-12	5	-10	6	3	11	-8	1	-11
COc1cccc(CN2CC(C(=O)NCCCn3ccnc3C)CCC2=O)c1 (stereo unspecified)	8	-16	-16	2	11	14	-8	9	-13	-13	-32
CN(CC(=O)OCC(N)=O)S(=O)(=O)c1ccc(Cl)cc1	-23	8	8	7	3	-14	-5	-5	-3	14	16
CCC(CO)Oc1cc(NC(=O)c2cccc(Cl)c2)c2ncn(C(C)C)c2c1 (stereo unspecified)	-20	5	3	17	-9	17	3	-1	-10	-3	-4
CCNc1nc(Nc2ccc(C)c(Cl)c2)c2cnn(C)c2n1	17	18	19	46	-4	1	-2	0	3	5	5
COc1ccc(CCNC(=O)C2CCCN(S(=O)(=O)c3ccccc3)C2)cc1 (stereo unspecified)	-25	11	-3	16	4	3	-2	13	7	7	25
COc1ccc(C)cc1NC(=O)CSc1nnc(COc2ccccc2)n1Cc1ccco1	11	19	13	17	-2	11	5	21	4	0	-12
CN1C(=O)NC2C1N(S(C)(=O)=O)CCN2S(C)(=O)=O (stereo unspecified)	-3	-6	-5	12	-9	-1	0	22	2	14	1
Cc1cc(Cl)ccc1C(=O)C1CCCN(C(=O)c2snnc2C)C1 (stereo unspecified)	-12	-8	18	7	7	-12	-16	2	-2	-10	-17
CCOC(=O)c1c(C)c(C(=O)N2CCCCCC2)c(C)n1CC	-11	x	11	-2	-9	4	-6	4	10	-15	x
COc1ccc(-n2ccnc(SCC(=O)NCc3ccc(C)cc3)c2=O)cc1Cl	8	5	18	-7	-10	-1	16	20	5	-13	-7

Arranged by value in EBV LMP1 NFkB (largest number first): some entries from above.
| SMILES | EBV LMP1 NFkB |
| --- | --- |
| COc1ccc(-n2ccnc(SCC(=O)NCc3ccc(C)cc3)c2=O)cc1Cl | 5 |
| COc1ccc(C)cc1NC(=O)CSc1nnc(COc2ccccc2)n1Cc1ccco1 | 4 |
| CN(CC(=O)OCC(N)=O)S(=O)(=O)c1ccc(Cl)cc1 | -3 |

Other structures follow:
SMILES	NCOA1 inh	NR2F2 inh	TROY NFkB inh	TWEAK Fn14 block	KKLEB tox	CF NFkB inh	TRAIL sens C8	NCOA3 inh	EBV LMP1 NFkB	LRH-1 inv ag	SRC2 inh
CN(C(=O)CCn1c(=S)oc2ccccc21)c1ccc(F)cc1	14	13	10	0	13	-16	-2	11	-6	9	31
Cc1ccc(S(=O)(=O)NC(CC(C)C)C(=O)NCC(c2ccco2)N2CCCCC2)cc1 (stereo unspecified)	65*	x	88*	104*	13	-22	5	72*	49*	38	x
CN(C)C(=O)COc1ncnc2sc(-c3ccccc3)cc12	-23	-18	-13	-4	-4	13	-2	-40	-5	-40	-42
CCCCNC(=O)C1c2ccccc2OCC(=O)N1Cc1ccccc1 (stereo unspecified)	x	-5	2	24	x	x	-8	x	x	-49	-22
Cc1c([N+](=O)[O-])c(C(=O)Nc2ccc3c(c2)OCCO3)nn1C	-81	-36	-37	3	-2	11	5	-32	-12	-69	-34
CC(C)CCN(C(=O)c1ccc(Br)cc1)c1c(N)n(Cc2ccccc2)c(=O)[nH]c1=O	-7	5	-10	-23	4	-16	11	8	-4	13	-27
COc1ccc(O)c(-c2[nH]ncc2C(=O)c2ccccc2C)c1	15	14	-3	27	6	17	-7	25	2	-2	-18
COCCNC(=O)COc1ccc(Nc2ccccc2)cc1	12	2	-20	5	14	2	-27	-10	-12	16	-10
O=C(NC1C/C(=N/O)c2cc3c(cc21)OCO3)C(F)(F)F (stereo unspecified)	7	-12	17	10	-10	22	-5	15	2	-6	7
O=C(O)c1cc(-c2ccccc2)n(-c2ccc(Cl)cc2)n1	1	2	-13	-11	-10	3	15	1	0	-2	-33
O=C(c1cn[nH]c1)N1CCc2c([nH]c3ccccc23)C1c1c(F)cccc1Cl (stereo unspecified)	-1	-8	21	-5	8	15	-5	10	-1	8	-2
COc1ccc(S(=O)(=O)NC(=O)C2(C)CCN2C(=O)C2(c3ccccc3)CCCC2)cc1 (stereo unspecified)	-9	-2	5	-5	-11	9	-21	8	x	-3	7
CNC(=O)COc1ccc(S(=O)(=O)Nc2ccc(C)cc2)cc1	-7	4	5	-2	-17	17	21	3	5	-5	0
CC(OC(=O)C1=COCCO1)C(=O)c1ccc(Br)cc1 (stereo unspecified)	-8	-17	-26	16	7	-22	-11	5	-8	-5	-10
CCOc1ccc(C(=O)Nc2ccc(S(=O)(=O)N3CCOCC3)cc2)cc1OCC	-8	12	-6	-2	-1	9	4	-9	-1	5	-1
O=C(/C=C/c1ccc(Cl)cc1)NCc1ccco1	-24	-2	-16	-8	2	-1	-3	-25	-35	-26	-36
CCOC(=O)c1ccc(NCCc2ccc(OC)c(OC)c2)c(N)c1	-25	-12	-19	-38	-2	20	-9	-20	16	-8	-19
CCCCCC(=O)Nc1ccc(Cc2ccncc2)cc1	-9	12	-20	-20	-2	8	1	-16	-2	10	-13
O=C(N/N=C/c1ccccc1[N+](=O)[O-])c1cnccn1	-44	-31	-34	8	-2	-6	-5	-16	-11	-30	6
Cc1ccc(Oc2cc(C)nc(-c3ccccc3O)n2)cc1	-10	-1	-53	-17	-5	-12	6	-5	0	-10	-10
COc1ccc(C(CNC(=O)COc2ccc(F)cc2Cl)N2CCCCC2)cc1 (stereo unspecified)	-11	3	-6	-7	-3	20	3	16	3	2	-1
CCOC(=O)c1c(-c2ccccc2)oc2ccc(O)cc12	3	3	-63	21	-14	6	7	-3	12	-4	-15
CCOC(=O)CSc1c(-c2ccccc2)c2cc(Cl)ccc2[nH]c1=O	-11	2	8	22	-11	18	4	12	-2	-4	-3
COc1ccc(NC(=O)CN(C)S(=O)(=O)c2ccc3c(c2)n(C)c(=O)c(=O)n3C)cc1	-29	0	2	-1	-1	3	-7	19	-6	-8	12
COc1cc(NS(=O)(=O)c2ccc(NC(C)=O)cc2)ncn1	9	1	-3	5	12	-3	-8	2	-1	-7	-4
CC1(C(=O)NS(=O)(=O)c2ccc(Br)cc2)CCN1C(=O)c1cccc(F)c1 (stereo unspecified)	6	1	8	4	-3	-2	9	-11	x	2	17

Screens deposited in PubChem by several laboratories.
